High-throughput results: PubChem, National Center for Advancing Translational Sciences (NCATS)
Nrf2 ARE act – Nrf2 pathway activation | AREc32 ARE-luciferase reporter (MCF7-derived line), luminescence, 24 h | Potency, µM (series often up to 46.1 µM), inactives show at the highest dose activation, actives largely listed as activators | actives 0.31% (n = 410,000) | AID 624171; also: potency is read from the fitted curve at half-maximal effect; % of control where 0% means no effect; nearly all actives have a fitted effect of over 65% in size
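Each well held 1000 AREc32 cells, which were incubated with compound for 24 hr at 37 deg C after overnight attachment, and ARE reporter activity was quantified by firefly luciferase luminescence.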
TGFb SMAD3 inh – TGF-b pathway inhibition; HepG2 CAGA-GFP TGF-b/SMAD3 reporter, GFP fluorescence, 18 h; TGF-beta stimulated, 500 pg/mL final; Potency, µM (series often up to 46.1 µM), inactives show at the top dose activity, negative = inhibition, usual class: inhibitors; actives 1.2% (n = 410,000); AID 588855; also: potency is read from the fitted curve at half-maximal effect; % is scaled to controls: 0 for no effect and ±100 for the full control effect; nearly all actives have a fitted effect of over 65% in size
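Inhibition was scored as loss of TGF-beta-induced (500 pg/mL final, 18 hours, 37 degrees C) GFP in HEPG2 cells carrying a CAGA-GFP reporter, in DMEM with 1% FBS. Well GFP was summed per cell; Activity was normalised to unstimulated and stimulated DMSO wells, then concentration-response fitting.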
ATXN2 expr inh – ATXN2 expression inhibition; HEK-293 ATXN2-luciferase reporter, luminescence, 24 h; Potency, µM (doses to about 57 µM), for inactives: at the highest dose activity change, negative = inhibition, hits mostly inhibitors; actives 0.72% (n = 360,000); also: potency is read from the fitted curve at half-maximal effect; % is scaled to controls: 0 for no effect and ±100 for the full control effect; nearly all actives have a fitted effect of over 55% in size
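qHTS (up to 57 uM final) was run with 24 h compound exposure of reporter cells at 37 °C. Each well was multiplexed: SteadyGlo luminescence measured ATXN2-luciferase expression after a fluorogenic Gly-Phe-AFC viability readout (25 uM final).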
IL-1B inflam inh – inflammasome signaling inhibition, IL-1 beta readout; activity change, % at 57.5 µM; actives 4.7% (n = 360,000); THP-1 LPS/ATP IL-1B secretion, AlphaLISA, 16 h; hits give low values; AID 743279; in the data active = activity change below about -50%; inconclusive = mostly about -30% to -49%; also: % is scaled to controls: 0 for no effect and ±100 for the full control effect
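Secreted IL-1B measured by AlphaLISA bead assay after 16 h compound exposure of THP-1 cells; compounds (final up to 57.5 uM) added 1 h before LPS (250 ng/mL) and ATP (1.25 mM) stimulation; lower signal means less secretion.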
S2 tox – viability counter-screen for ATXN expression inhibitors; S2 cells (HEK-293 line with an ATXN2-luciferase reporter) viability, CellTiter-Fluor protease fluorescence, 24 h; Potency, µM (highest dose often 56.7 µM), hits mostly cytotoxic; actives 0.49% (n = 400,000); also: potency is read from the fitted curve at half-maximal effect; nearly all actives have a fitted effect of over 40% in size
MCF10A rerep – induces DNA re-replication in MCF 10a normal breast cells; MCF 10A DNA re-replication, Hoechst nuclear intensity, 48 h; Potency, µM (top dose mostly 46.1 µM), inactives show at the top dose activity, positive = re-replication, most hits filed as activators; actives 2.9% (n = 350,000); AID 624296; also: potency is read from the fitted curve at half-maximal effect; % of control where 0% means no effect; nearly all actives have a fitted effect of over 50% in size
Nrf2 inh – inhibitors of Nrf2 signaling | AID 504444 | actives 2.1% (n = 360,000) | Potency, µM (top dose mostly 46 µM), inactives show at the highest dose activity change, negative = inhibition, usual class: inhibitors | A549 ARE-Fluc reporter, luciferase luminescence, 18-24 h; also: potency is read from the fitted curve at half-maximal effect; % is scaled to controls: 0 for no effect and ±100 for the full control effect; nearly all actives have a fitted effect of over 60% in size
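A549 ARE_Fluc cells, 5000/well, 5% FBS OPTI-MEM; compounds in dose-response, 18-24 h at 37 °C/5% CO2; CellTiter-Fluor viability read (Ex 405/Em 525), then BugLite luciferase luminescence = Nrf2 activity.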
HepG2 tox – kills HepG2 cells in TGF-b inhibitor counter-screen. HepG2 CAGA-GFP viability, ATP luminescence, 18 h. Potency, µM (doses to about 46.1 µM), for the others: at the top dose activity change, negative = cytotoxicity, usual class: cytotoxic. actives 0.76% (n = 410,000). AID 588856; also: potency is read from the fitted curve at half-maximal effect; some results filed as inactive show a strong effect at the top dose
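CellTiter-Glo luminescence gave cytotoxicity after 18 hours at 37 degrees C. The cells were HepG2 CAGA-GFP in 1% FBS DMEM, stimulated with 500 pg/mL TGF-beta after compound addition. %Activity was normalised to no-cell wells (complete cell-killing) and DMSO (no toxicity), and curves were fitted and classified.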
A549 tox – kills or reduces viability of A549 cells in Nrf2 counter-screen; AID 504648; actives 0.16% (n = 390,000); A549 ARE-Fluc cells, CellTiter-Fluor viability, 18-24 h; Potency, µM (highest dose often 46 µM), for inactives: at the highest dose activity change, negative = cytotoxicity, usual class: inhibitors; also: potency is read from the fitted curve at half-maximal effect; % is scaled to controls: 0 for no effect and ±100 for the full control effect
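A549 ARE-Fluc cells in 5% FBS OPTI-MEM, 5000 cells/well, rested 2 h then exposed to compounds in concentration-response for 18-24 h at 37 °C. Viability by CellTiter-Fluor fluorescence (Ex 405/Em 525) after 30 min; luciferase luminescence (BugLite, 15 min, RT) read afterwards.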
* = called active by the depositor; i = inactive; ? = inconclusive; . = not tested or not shown; [ ] = remark or other dose. Unless noted, calls follow the shape of the dose curve; as a rule, active = well fitted curve in the direction sought with a large enough effect; inconclusive = small, poorly fitted or top-dose-only effect, or another doubt; inactive = no such curve, though single readings can be large; an effect the other way counts as inactive or inconclusive.

Results follow in this order: Nrf2 ARE act | TGFb SMAD3 inh | ATXN2 expr inh | IL-1B inflam inh | S2 tox | MCF10A rerep | Nrf2 inh | HepG2 tox | A549 tox
- CCCNC(=O)c1ccc(N2CCC3(CC2)CC(c2cccc(Br)c2)=NO3)c(NC(=O)c2ccc(Cl)c([N+](=O)[O-])c2)c1
 : 0.1% | ? | -6.3% | 24.8 | i | -33.4%[inhibitor] | 5.8% | 4.8% | 1.8%
- O=C(NCC1(c2ccccc2)CCCC1)c1ccc(Br)cc1
 : 0.0% | -15.7% | 0.2% | -2.3 | i | ? | 12.4% | -22.2% | 9.6%
- Cc1ccc(/C=N\NC(=O)/C(=C\Nc2nccc(C)n2)NC(=O)c2ccccc2)cc1
 : 0.0% | 2.7% | -35.3% | -1.5 | i | -0.2% | ? | 16.7% | -16.2%
- COc1ccc(OC)c(C2CC(=O)c3c([nH]c(C(=O)OCC4CCCCC4)c3C)C2)c1 (stereo unspecified)
 : 0.4% | 9.0% | -0.1% | . | i | . | 3.3% | -31.3% | 0.9%
- COc1ccc(CCNC(=O)Cn2c(=O)[nH]c3ccsc3c2=O)cc1OC
 : 2.3% | -6.6% | . | -5.8 | i | -2.8% | -16.8% | -1.7% | -5.7%
- CCOC(=O)C(Cc1ccccc1)C(=O)NCc1ccccc1 (stereo unspecified)
 : 0.1% | 1.9% | -20.8% | -11.1 | i | 7.6% | 0.4% | 0.1% | -5.0%
- COc1ccc(C(=O)Nc2ccc(-c3nc4cc(C)ccc4o3)c(O)c2)cc1
 : 6.1% | 11.3% | . | . | . | . | ? | 18.1% | -2.3%
- COCCN(Cc1nc2ccccc2c(=O)[nH]1)C(=O)COc1cccc(C(C)=O)c1
 : 0.4% | -6.7% | . | 2.1 | i | -1.7% | -15.5% | -4.6% | -4.0%
- CCOc1ccc(-c2nc(CSCC(=O)N3CCN(C(=O)c4ccco4)CC3)c(C)o2)cc1
 : 3.2% | -21.5% | 5.2% | 6.7 | i | 1.1% | -7.4% | -20.7% | -0.1%
- CN(Cc1ccccc1)C(=O)c1ccc(NC(=O)Cc2cccc([N+](=O)[O-])c2)cc1
 : 0.2% | 10.5% | -16.6% | ? | i | 5.9% | -19.4% | -31.4% | -1.8%
- Cn1c(=O)c2c(-c3ccccc3)n3c(c2n(C)c1=O)C(c1cc(Cl)ccc1O)Nc1ccccc1-3 (stereo unspecified)
 : 4.6% | -46.4% | 6.6% | . | i | . | -9.9% | -24.0% | 3.2%
- O=C(Cn1ncc2c(=O)oc3ccccc3c21)N1CCN(c2ccc(Cl)cc2)CC1
 : 0.2% | 3.7% | -17.6% | . | i | . | 8.6% | -1.7% | 6.3%
- COc1ccc2[nH]c3c(c2c1)CNCC3
 : 0.0% | 14.3% | . | -26.0 | i | . | . | -0.6% | .
- Cn1cnnc1SCC(=O)Nc1ccc2nc(SCc3ccccc3)sc2c1
 : 3.8% | ? | 17.0% | -23.2 | i | ? | ? | -8.8% | 1.4%
- Cn1c(=O)c2ncn(CC(=O)Nc3ccc(N4CCOCC4)cc3)c2n(C)c1=O
 : 0.3% | 32.8%[activator] | -0.1% | 10.0 | ? | 2.8% | -6.1% | -1.2% | -20.1%
- C/C(=N\OCC(=O)Nc1ccccc1C(C)(C)C)c1ccc2c(c1)OCCO2
 : -0.7% | -2.1% | -1.7% | ? | i | 6.0% | -6.0% | -7.4% | 13.6%
- C[C@H](CO)N1C[C@H](C)[C@@H](CN(C)C(=O)Nc2ccc3c(c2)OCO3)Oc2c(NC(=O)Nc3ccccc3)cccc2C1=O
 : 3.7% | -16.2% | 7.7% | -16.9 | i | 11.3% | -5.3% | -4.3% | -5.2%
- O=[N+]([O-])c1cc2c(cc1/C=N/n1c(-c3ccccn3)n[nH]c1=S)OCO2
 : 3.3% | ? | -21.5% | 3.1 | i | 5.6% | -10.4% | 0.2% | -4.7%
- Cc1cc(C(C)(C)C)ccc1OCCCCN1CCCC1
 : 0.6% | -25.8% | -14.1% | -10.5 | i | 13µM* | 13.3% | -29.3% | 3.7%
- COc1ccc(C(=O)Nc2nc(CC(=O)NCc3ccc(F)cc3)cs2)cc1
 : 2.9% | -23.5% | 7.1% | 2.0 | ? | 11.2% | 2.3% | -21.4% | 0.0%

Some values from the list.
Value of `Cn1cnnc1SCC(=O)Nc1ccc2nc(SCc3ccccc3)sc2c1` in ATXN2 expr inh: 17.0%
Value of `Cn1c(=O)c2c(-c3ccccc3)n3c(c2n(C)c1=O)C(c1cc(Cl)ccc1O)Nc1ccccc1-3` (stereo unspecified) in HepG2 tox: -24.0%

Next structures follow:
Results follow in this order: Nrf2 ARE act | TGFb SMAD3 inh | ATXN2 expr inh | IL-1B inflam inh | S2 tox | MCF10A rerep | Nrf2 inh | HepG2 tox | A549 tox
- CC(C)n1c(CN2CCN(C)CC2)nc2c1c(=O)n(C)c(=O)n2C
 : 0.2% | -2.1% | 1.5% | -10.4 | i | -0.5% | -10.9% | -2.5% | -9.8%
- CC1(C)Cc2nc3oc4c(NCCCN5CCOCC5)ncnc4c3cc2CO1
 : 0.1% | 14.5% | 5.5% | 10.3 | i | 1.4% | -23.2% | -13.4% | -1.7%
- Cc1cccn2c(=O)c3cc(C(=O)N4COCC4(C)C)n(Cc4ccccc4)c3nc12
 : 2.1% | -2.6% | -0.4% | 10.1 | i | ? | 5.5% | 15.8% | 9.1%
- Cc1ccc2oc3c(c(=O)c2c1)C(c1ccccc1F)N(CCCN(C)C)C3=O (stereo unspecified)
 : 6.5% | -4.5% | . | . | . | . | ? | -8.6% | -0.1%
- CCCNc1cc(=O)n(C)c(=O)n1C
 : -0.4% | -2.0% | -5.7% | 11.6 | i | -2.6% | -11.2% | 0.1% | -7.6%
- Cc1cc(C)nc(SCc2ccccc2C#N)n1
 : 2.1% | ? | 9.1% | -12.7 | i | -3.5% | -2.1% | 0.7% | 0.3%
- COc1ccc(C)cc1NC(=O)CNC(=O)c1sc2ccccc2c1Cl
 : 10.2% | 9.3% | ? | 10.6 | i | -3.1% | -21.8% | -13.7% | -13.7%
- CC1=CC(C)(C)NC(=S)N1c1ccc(C)c(C)c1
 : -0.2% | ? | -29.3% | -0.7 | i | 3.0% | ? | -58.0% | -1.3%
- COc1ccc(NC(=O)c2ccccc2)cc1NS(=O)(=O)c1ccc(F)cc1
 : -0.2% | ? | 2.3% | 13.8 | i | -1.3% | -9.1% | -1.0% | 14.8%
- COc1cccc(C=Nc2ccccc2C#N)c1O
 : 0.1% | 21.9% | 5.6% | 25.0 | i | 0.5% | 11.2% | -18.4% | -3.7%
- CC(=O)Nc1ccc(S(=O)(=O)N2CCN=C2c2ccccc2)cc1
 : -0.2% | -5.8% | 2.3% | -9.2 | i | 9.3% | 8.7% | -3.5% | -2.8%
- Cc1cc(Nc2ccc(Br)cc2)n2nc(C)nc2n1
 : 0.0% | 1.6% | 3.6% | -28.7 | i | 0.4% | -23.1% | 6.1% | -12.1%
- COc1ccccc1CNc1nc(-c2ccco2)nn1S(=O)(=O)c1ccc2ccccc2c1
 : 7.0% | -13.5% | . | . | . | . | -14.4% | -2.4% | 6.2%
- CCN(C(=O)c1cc2c(=O)oc3ccc(C)cc3c2s1)c1cc(OC)ccc1OC
 : 0.4% | ? | -6.8% | . | i | . | -27.9% | -15.5% | -0.3%
- N#Cc1ccccc1S(=O)(=O)N1CCN(C(=O)[C@@H]2CCCN2C(=O)c2cccs2)CC1
 : 0.5% | -2.4% | . | 0.0 | i | -11.5% | 1.9% | -4.4% | -1.8%
- O=C(O)COc1ccccc1/C=N/NC(=O)Cc1ccccc1
 : -0.4% | -2.5% | 6.0% | 38.0 | i | 6.1% | 7.0% | 6.1% | -8.1%
- Cc1cccnc1NC(=O)C(C)Oc1ccccc1 (stereo unspecified)
 : 1.8% | 0.0% | 0.2% | 8.2 | i | -1.8% | 1.0% | -4.3% | 1.0%
- CC(=O)Oc1cccc(/C=C2\C=C(c3ccc(C)cc3)OC2=O)c1
 : -0.6% | 9.6% | -20.3% | -9.2 | i | -2.4% | -0.7% | 13.9% | 1.3%
- Cc1ccc(S(=O)(=O)c2cc3c(=O)n4ccccc4nc3n(C3CCCCC3)c2=N)cc1
 : -0.6% | 25.8% | 0.6% | i | i | -2.3% | ? | -8.5% | 9.0%
- CC1(C)CC(=O)c2c(O)cc(OCC(=O)Nc3ccc(S(N)(=O)=O)cc3)cc2O1
 : 2.9% | -8.1% | -13.1% | -3.9 | i | 2.6% | ? | -2.3% | 13.9%
- CC1(C(=O)Nc2cnc3ccccc3c2)CCN1CCOc1ccccc1 (stereo unspecified)
 : -1.3% | 19.9% | 7.7% | -18.9 | i | . | . | -3.3% | .
- CSc1c(CN2CCN(C)CC2)c2ccccc2n1C
 : 2.9% | -1.0% | 1.4% | 16.5 | i | ? | 4.5% | -13.3% | 0.2%
- CCCn1nnnc1SCC(=O)N1C(C)CCCC1C (stereo unspecified)
 : 0.3% | -13.4% | 0.9% | 17.2 | i | 15.0% | -4.1% | -6.8% | -2.0%
- CN1CCC(N(C)CC(=O)Nc2ccc3c(c2)OC(F)(F)O3)CC1
 : 0.1% | -19.1% | -0.6% | -7.2 | i | 6.5% | -4.6% | -33.8% | 1.4%
- CCOC(=O)Cn1c(=O)n(CC2CCCO2)c2nc(-c3ccccc3OC)nc(C(N)=O)c21 (stereo unspecified)
 : -0.2% | 0.5% | . | . | . | . | . | -22.4% | 6.4%
- CN(C)S(=O)(=O)c1cccc(NC(=O)Cc2ccc(Cl)cc2)c1
 : -0.8% | -13.3% | -11.2% | -2.1 | i | ? | ? | 0.9% | -4.6%
- COc1ccc(C(=O)NC2CCCc3ccccc32)cc1[N+](=O)[O-] (stereo unspecified)
 : 2.5% | -12.7% | -23.7% | 41.8 | i | ? | -28.8% | 1.8% | -15.6%
